# BLM helicase inh = blocks DNA unwinding by human BLM helicase | P54132 | Potency, µM (highest dose often 56.1 µM), for the others: at the top dose activity change, negative = inhibition, usual class: inhibitors | recombinant BLM DNA unwinding, fluorescence dequenching | actives 0.2% (n = 350,000) | AID 2528;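 note: plate controls were vehicle for no effect and no enzyme for full effect; nearly all actives have a fitted effect of over 35% in size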
# Pol iota inh = blocks human DNA polymerase iota activity; Potency, µM (doses to about 115 µM), for inactives: at the highest dose activity, negative = inhibition, hits mostly inhibitors; Q9UNA4; actives 1% (n = 390,000); Pol iota fluorescent replication assay, 10 min
#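 Fluorescent replication assay read twice, at 0 min and 10 min after adding 50 nM (final) substrate. Enzyme (10 nM) and compounds were first incubated 15 min at room temperature; enzyme-free buffer wells were negative controls.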
# Pol beta inh = blocks human DNA polymerase beta activity | Potency, µM (titrated, usually from 114 µM), without a hit: top-dose activity change, negative = inhibition, actives largely listed as inhibitors | AID 485314 | Pol beta primer extension/strand displacement, fluorescence kinetic | actives 1.3% (n = 340,000); note: % is set by controls: 0 for no effect and ±100 for the full control effect
#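 Pol beta (10 nM) and compounds were preincubated 15 min at room temperature, then 50 nM substrate (final) started primer extension/strand displacement. Reads were taken at 0 and 10 min; concentration-response data were fitted to a four-parameter Hill equation.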
# G9a block = blocks human histone lysine methyltransferase G9a. Q96KQ7. G9a H3K9 monomethylation, AlphaScreen, 2 h. Potency, µM (titrated, usually from 102 µM), for inactives: at the highest dose activity, negative = inhibition, most hits filed as inhibitors. actives 8.8% (n = 350,000); note: % is set by controls: 0 for no effect and ±100 for the full control effect; nearly all actives have a fitted effect of over 75% in size
#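 Methyltransferase reactions run at room temperature for 2 h (20 nM enzyme, 500 nM biotin-H3K9 peptide, 20 uM SAM) after a 15 min compound preincubation; product detected by AlphaScreen beads and anti-H3K9me1 antibody.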
# POLK inh = DNA polymerase kappa (human) inhibition. Potency, µM (highest dose often 107 µM), for inactives: top-dose activity, negative = inhibition, usual class: inhibitors. actives 0.53% (n = 400,000). Q9UBT6. purified Pol kappa, fluorescent DNA synthesis assay, 10 min; note: % is set by controls: 0 for no effect and ±100 for the full control effect
#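 10 nM Pol kappa preincubated 15 min at room temperature with compounds, then reaction started with substrate at 50 nM final. Fluorescence read kinetically at 0 and 10 min; buffer-only wells served as negative control.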
# Anesthetic bind = binds horse apoferritin like a general anesthetic. apoferritin/1-aminoanthracene competitive binding, fluorescence. actives 0.074% (n = 350,000). Potency, µM (series often up to 77.5 µM), without a hit: at the highest dose activity change, negative = displacement, hits mostly inhibitors. AID 485281; note: % is set by controls: 0 for no effect and ±100 for the full control effect; nearly all actives have a fitted effect of over 20% in size
#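 In PBS, apoferritin at 10 uM is loaded with 1-AMA from a 50% saturated solution. After 10 min of compound exposure at ambient temperature, reduced 535 nm fluorescence indicates probe displacement.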
# APE1 inh = inhibitors of human APE1 endonuclease; P27695; recombinant APE1, TAMRA/BHQ-2 abasic DNA cleavage fluorescence; Potency, µM (doses to about 65.8 µM), for the others: at the highest dose activity change, negative = inhibition, most hits filed as inhibitors; actives 0.35% (n = 350,000); AID 2517;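 note: plate controls were vehicle for no effect and reference inhibitor for full effect; nearly all actives have a fitted effect of over 55% in size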
# Target sequence (P27695 whole entry, looked up): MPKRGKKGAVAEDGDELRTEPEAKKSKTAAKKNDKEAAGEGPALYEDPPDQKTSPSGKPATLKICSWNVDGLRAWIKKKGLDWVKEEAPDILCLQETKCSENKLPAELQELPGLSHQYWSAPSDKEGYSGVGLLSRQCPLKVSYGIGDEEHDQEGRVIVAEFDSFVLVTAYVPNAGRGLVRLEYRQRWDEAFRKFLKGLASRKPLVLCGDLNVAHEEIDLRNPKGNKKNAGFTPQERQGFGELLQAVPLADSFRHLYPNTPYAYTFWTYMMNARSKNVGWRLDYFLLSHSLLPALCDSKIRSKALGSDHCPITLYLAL
#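 Activity was derived from the fluorescence gain between first and third kinetic reads (60 s intervals, ex 525/em 598 nm) after 50 nM THF-abasic TAMRA/BHQ-2 duplex was added to 0.75 nM APE1 preincubated 15 min with compound.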
# BAZ2B inh = BAZ2B (human) inhibition | Q9UIF8 | AlphaScreen BAZ2B-H3K14Ac peptide displacement | Potency, µM (top dose mostly 114 µM), for inactives: top-dose activity change, negative = inhibition, hits mostly inhibitors | actives 4.4% (n = 360,000); note: % is set by controls: 0 for no effect and ±100 for the full control effect; nearly all actives have a fitted effect of over 60% in size
#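 Compounds, titrated to a top concentration of 110 uM, were incubated 30 min at room temperature with preformed BAZ2B/acetyl-K14 H3 peptide complex (50 nM each). Proximity signal was measured by AlphaScreen after 20 min with beads.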
# POLH inh = blocks human DNA polymerase eta activity; recombinant Pol eta, fluorescent DNA replication assay; Potency, µM (series often up to 114 µM), for the others: at the highest dose activity change, negative = inhibition, actives largely listed as inhibitors; actives 1.2% (n = 390,000); note: % is set by controls: 0 for no effect and ±100 for the full control effect
# Target sequence (Q9Y253 whole entry, looked up): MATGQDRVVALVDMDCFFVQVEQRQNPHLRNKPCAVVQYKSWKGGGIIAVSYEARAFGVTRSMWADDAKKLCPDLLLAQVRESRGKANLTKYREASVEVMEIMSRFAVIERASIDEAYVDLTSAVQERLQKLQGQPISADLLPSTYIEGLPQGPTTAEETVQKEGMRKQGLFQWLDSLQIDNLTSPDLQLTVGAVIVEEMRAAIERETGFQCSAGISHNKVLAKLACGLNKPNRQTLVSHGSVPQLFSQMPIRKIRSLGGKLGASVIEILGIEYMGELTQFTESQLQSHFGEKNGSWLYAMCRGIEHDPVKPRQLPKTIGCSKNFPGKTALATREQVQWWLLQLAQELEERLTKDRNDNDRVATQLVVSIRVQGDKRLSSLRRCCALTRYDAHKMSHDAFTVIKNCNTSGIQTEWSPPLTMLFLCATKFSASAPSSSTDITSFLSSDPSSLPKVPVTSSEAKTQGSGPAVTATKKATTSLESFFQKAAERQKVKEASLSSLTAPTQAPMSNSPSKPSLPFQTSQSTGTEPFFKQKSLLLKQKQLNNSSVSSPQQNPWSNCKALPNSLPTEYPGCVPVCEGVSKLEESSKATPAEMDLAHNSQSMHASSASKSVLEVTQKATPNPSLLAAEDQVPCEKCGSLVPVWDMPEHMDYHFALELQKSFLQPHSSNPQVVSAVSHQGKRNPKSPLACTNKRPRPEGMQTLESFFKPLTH
#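 Pol eta (10 nM) was preincubated with compounds for 15 min at room temperature, after which fluorescent replication substrate (50 nM final) was added to start the reaction. Fluorescence was read kinetically at 0 and 10 min.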
# * marks the source's active call; other numbers are inactive results; ? = inconclusive; nt = not tested or not shown; & = joins results of further samples; [ ] = another dose, or the depositor's remark. Calls come from the whole dose curve; as a rule, active = well fitted curve in the direction sought with a large enough effect; inconclusive = small, poorly fitted or top-dose-only effect, or another doubt; inactive = no such curve, though single readings can be large; an effect the other way counts as inactive or inconclusive. Potency is the fitted concentration of half-maximal effect. Some of the compounds tested; count on the stated rates, not on these rows.
no.	Compound	POLK inh	POLH inh	BLM helicase inh	Anesthetic bind	APE1 inh
1	COc1cc(CN(C(=O)Nc2cccc(Cl)c2)c2ccccn2)cc(OC)c1OC	-23%	-22%	-2%	-1%	nt
2	Cc1ccc(C)c(OC(=O)CN2C(=O)c3ccccc3C2=O)c1	2%	-19%	-4%	?	16%
3	O=C(NC(=S)N1CCOCC1)c1ccc([N+](=O)[O-])cc1	-13%	-7%	6%	9%	13%
4	O=C1C=C(NCc2ccccc2)C2(CCCCC2)O1	-3%	-13%	-4%	-6%	17%
5	Cc1cccc(NC(=O)Cn2c(=O)n(Cc3ccc4c(c3)OCO4)c(=O)c3ccccc32)c1	-3%	-12%	-3%	1%	nt
6	C=CCC(=O)NC1CC(C)(C)Cc2c1cnn2-c1ccc(C)cc1 (configuration not stated)	4%	-7%	-1%	-6%	33%
7	Cc1sc2ncnc(NCCN3CCOCC3)c2c1C	-8%	-5%	5%	-6%	16%
8	Cc1ccc(-c2cc(C(=O)N3CCCC3)c3ccccc3n2)s1	-12%	-19%	-7%	200%[activator]	51%[activator]
9	COc1cccc(CNS(=O)(=O)c2cc(CN3C(=O)c4cccnc4C3=O)ccc2OC)c1	-1%	4%	0%	-14%	23%
10	O=C(NCCCN1CCOCC1)c1cc(-c2ccc(F)cc2)nc2ccccc12	-17%	-9%	nt	nt	2%
11	c1ccc(NC2=NCCN2CCC2CCCCC2)cc1	-1%	-20%	1%	-3%	-1%
12	CC(/C=N/NC(=O)c1ccncc1)=C\c1ccc(C(C)C)cc1	-10%	-13%	-3%	32%[activator]	-7%

no.	G9a block	Pol iota inh	BAZ2B inh	Pol beta inh
1	2%[59 µM]	32%[activator]	-2%	0%
2	23%[0.501 µM]	30%	4%	1%
3	8.9µM*	18%	?	15%
4	4%	22%	?	-24%
5	-1%[59 µM]	14%	3%	13%
6	42%	13%	-11%	11%
7	8.9µM*	47%[activator]	50µM*	36%
8	20%	5%	-10%	-25%
9	16%	-18%	-28%	41%
10	1%[12.7 µM]	-2%	-3%	nt
11	7%	40%[activator]	-7%	1%
12	-14%	14%	-24%	4%

# The list goes on, overlapping the part above by 3 compounds.
no.	Compound	POLK inh	POLH inh	BLM helicase inh	Anesthetic bind	APE1 inh
10	O=C(NCCCN1CCOCC1)c1cc(-c2ccc(F)cc2)nc2ccccc12	-17%	-9%	nt	nt	2%
11	c1ccc(NC2=NCCN2CCC2CCCCC2)cc1	-1%	-20%	1%	-3%	-1%
12	CC(/C=N/NC(=O)c1ccncc1)=C\c1ccc(C(C)C)cc1	-10%	-13%	-3%	32%[activator]	-7%
13	CC(C)(C)c1cc(CCC(=O)N2CCNCC2)c(C(C)(C)C)cc1O	-14%	-2%	-2%	-2%	2%
14	O=S(=O)(O)c1ccc(Nc2ncnc3c2ncn3[C@@H]2O[C@H](CO)[C@@H](O)[C@H]2O)cc1	2%[19.4 µM]	nt	nt	-8%	2%
15	COc1ccc(/C=C/S(=O)(=O)NCc2ccccc2)cc1OC	-7%	-5%	3%	-15%	-1%
16	O=C(NCc1ccccc1Cl)c1cc(C(=O)C2CC2)c[nH]1	-18%	-8%	-1%	1%	7%
17	O=C(NCC1CCCO1)C1CCCN(S(=O)(=O)c2cccc3nsnc23)C1 (configuration not stated)	4%	-1%	-2%	-3%	0%
18	CS(=O)(=O)N1CCCC(C(=O)Nc2ccc3c(c2)OCCO3)C1 (configuration not stated)	-7%	-14%	0%	-3%	-2%
19	CCCn1nnnc1NCc1cccc(OC)c1	2%	-18%	-1%	-2%	3%
20	COc1cc(/C=c2\sc3nc(-c4ccncc4)nn3c2=O)ccc1OC(C)=O	nt	nt	0%	-15%	-2%
21	O=C(c1ccc(F)cc1)c1ccc(OCC(=O)N2CCOCC2)cc1	-1%	-23%	nt	nt	11%
22	COc1cccc(-n2c(-c3ccco3)nc3c(cnn3-c3ccc(C)cc3)c2=O)c1	-28%	-23%	-11%	-5%	nt
23	Cc1ccccc1C(=O)N1CCC(N2CCN(Cc3ccc(F)cc3)C(=O)C2=O)CC1	3%	-17%	1%	2%	nt
24	Cc1cccc(N2CCN(C(=O)c3nn(C)c4c3CS(=O)(=O)c3ccccc3-4)CC2)c1C	-16%&-3%	-4%&-20%	-9%&2%	-12%&-13%	35%

no.	G9a block	Pol iota inh	BAZ2B inh	Pol beta inh
10	1%[12.7 µM]	-2%	-3%	nt
11	7%	40%[activator]	-7%	1%
12	-14%	14%	-24%	4%
13	4%[59 µM]	25%	12%	20%
14	13%[59 µM]	nt	nt	nt
15	3%	-1%	-13%	4%
16	nt	23%	7%	29%
17	-25%[59 µM]	21%	-26%	24%
18	-3%	22%	10%	-12%
19	nt	84%[activator]	4%	45%
20	?	nt	-6%	24%
21	nt	-5%	nt	nt
22	-16%[59 µM]	8%	nt	?
23	3%[59 µM]	9%	-17%	4%
24	4%	33%[activator]	-20%&-2%	-24%

# The final four entries of the section above open the next one:
no.	Compound	POLK inh	POLH inh	BLM helicase inh	Anesthetic bind	APE1 inh
21	O=C(c1ccc(F)cc1)c1ccc(OCC(=O)N2CCOCC2)cc1	-1%	-23%	nt	nt	11%
22	COc1cccc(-n2c(-c3ccco3)nc3c(cnn3-c3ccc(C)cc3)c2=O)c1	-28%	-23%	-11%	-5%	nt
23	Cc1ccccc1C(=O)N1CCC(N2CCN(Cc3ccc(F)cc3)C(=O)C2=O)CC1	3%	-17%	1%	2%	nt
24	Cc1cccc(N2CCN(C(=O)c3nn(C)c4c3CS(=O)(=O)c3ccccc3-4)CC2)c1C	-16%&-3%	-4%&-20%	-9%&2%	-12%&-13%	35%
25	O=C(O)c1ccc(NNC(=S)Nc2cc(C(F)(F)F)ccc2Cl)cc1	-13%	-1%	2%	-9%	-7%
26	CSCC[C@H](N)C(=O)N[C@@H](CCCN=C(N)N)C(=O)N[C@@H](Cc1ccccc1)C(=O)N[C@@H](Cc1ccccc1)C(=O)N[C@H](C(=O)O)C(C)C	-3%[60.1 µM]	nt	0%	-6%	-1%
27	CC(Sc1nnc(C2CCCCC2)n1N)C(=O)NCc1ccc2c(c1)OCO2 (configuration not stated)	1%	-7%	0%	?	-6%
28	O=C(NCc1ccccc1)C(c1cccnc1)N(C(=O)c1ccccn1)c1ccc(F)cc1 (configuration not stated)	-10%	-4%	1%	2%	32%[12.4 µM]
29	Cc1c(C)n(CCO)c2ncnc(Nc3ccc(F)cc3)c12	2%	-11%	-3%	-8%	5%
30	Cc1cc(C)c(NC(=O)CNC(=O)COC(=O)/C=C/c2cccs2)c(C)c1	-6%	-7%	nt	nt	26%
31	COc1cc(NS(=O)(=O)c2cccc3nsnc23)c(C(=O)O)cc1OC	-20%	2%	-5%	42%[activator]	15%
32	Fc1ccc(NC(=S)Nc2ccc(Cl)cc2)cc1	-7%	2%	-7%	-6%	19%
33	CC1=C(C(=O)Nc2ccccc2)C(c2ccccc2C)n2ncc(C(=O)Nc3ccccc3)c2N1 (configuration not stated)	0%	-21%	-5%	4%	nt
34	NS(=O)(=O)c1ccc(CCNC(=O)CNC(=O)c2ccccc2Br)cc1	-6%	-16%	-4%	-4%	24%
35	Nc1cc(C(=O)OCC(=O)NCc2ccc(F)cc2)ccc1Cl	-10%	-3%	0%	5%	6%
36	COCC(=O)N(CCc1ccc(OC)c(OC)c1)Cc1cc2cc(C)ccc2nc1Cl	-6%	-14%	-1%	-6%	4%

no.	G9a block	Pol iota inh	BAZ2B inh	Pol beta inh
21	nt	-5%	nt	nt
22	-16%[59 µM]	8%	nt	?
23	3%[59 µM]	9%	-17%	4%
24	4%	33%[activator]	-20%&-2%	-24%
25	35µM*	?	?	11%
26	nt	nt	nt	nt
27	-8%[59 µM]	8%	3%	4%
28	17%[59 µM]	36%[activator]	-21%	-12%
29	-12%	19%	-33%	16%
30	-4%[0.501 µM]	-8%	0%	nt
31	?	-1%	0%	?
32	5%	22%	2%	-11%
33	-9%[59 µM]	-12%	-2%[57.1 µM]	-14%
34	6%	19%	0%	26%
35	8%[59 µM]	39%[activator]	-5%	?
36	-3%[59 µM]	45%[activator]	-15%	9%

# The list continues.
no.	Compound	POLK inh	POLH inh	BLM helicase inh	Anesthetic bind	APE1 inh
37	O=C(c1cnccn1)N1CCc2ccccc2C1	-19%	-23%	-1%	1%	12%
38	Cc1ccc(NC(=S)N(Cc2cccc(Br)c2)CC2CCC(C(=O)O)CC2)cc1 (configuration not stated)	-1%	-2%	-2%	-4%	?
39	CCN(Cc1ccccc1)C(=O)CSc1ccccc1C(=O)O	4%	-10%	2%	-7%	-3%
40	CC(=O)N(Cc1ccco1)C1(C(=O)NC2CCCCC2)CCCCC1	-7%	-8%	2%	-6%	-3%
41	CCN(CC)S(=O)(=O)c1cccc(NC(=O)c2ccc(Br)cc2)c1	-3%	-26%	-15%	-23%	-10%
42	COc1ccc(-n2c(=O)c(-c3ccc(F)cc3)nc3cnc(OC)nc32)cc1	5%[60.1 µM]	nt	-1%	nt	4%
43	O=C(CCOc1ccccc1)Nc1nnc(-c2ccc3c(c2)OCCO3)o1	2%	-16%	0%	-23%	-4%
44	Cc1cc(C)n(C(=O)c2ccncc2)n1	nt	nt	-2%	-6%	0%

no.	G9a block	Pol iota inh	BAZ2B inh	Pol beta inh
37	35%[59 µM]	98%[activator]	-38%	33%
38	?	-3%	1%	-2%
39	1%	?	nt	3%
40	?	-8%	15%	18%
41	5%	84%[activator]	-5%	-22%
42	-2%[12.7 µM]	nt	nt	nt
43	1%	43%[activator]	nt	10%
44	-10%	nt	-5%	5%
